MmCpn inh = Inhibitors of TCP-1 ring complex (TRiC) of Methanococcus maripaludis (MmCpn): qHTS | AID 504842, 2011 | Potency, µM (top dose mostly 76.9 µM), for the others: top-dose activity, negative = inhibition, actives largely listed as inhibitors | purified Mm-Cpn ATPase, ADP Transcreener TR-FRET | hit rate 0.031% among 330,000 | Chaperonin Mm-Cpn (Methanococcus maripaludis); also: potency is read from the fitted curve at half-maximal effect; % is scaled to controls: 0 for no effect and ±100 for the full control effect; nearly all actives have a fitted effect of over 80% in size
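TR-FRET (320 nm excitation; 590 and 665 nm emission) reports ADP made from 10 uM ATP by 25 nM enzyme; compounds were preincubated 10 min, reaction run 30 min, both at 37°C.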
GLP1R cytotox = qHTS of GLP-1 Receptor Inverse Agonists: Cytotox Screen; Potency, µM (top dose mostly 38.3 µM), inactives show at the highest dose activity change, negative = inhibition, usual class: inhibitors; hit rate 0.13% among 410,000; AID 624418, 2012; HEK293 cAMP-luciferase reporter cells, luminescence, 24 h;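 also: loss of luciferase light is scored as toxicity; potency is read from the fitted curve at half-maximal effect; % is scaled to controls: 0 for no effect and ±100 for the full control effect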
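Here, cytotoxicity is scored as loss of luminescence. The MLSMR collection was tested on cells seeded in medium containing 10% Nu serum, with a 24 hr compound exposure preceded by 12 hours of culture.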
GLP1R inv ag = qHTS of GLP-1 Receptor Inverse Agonists (Inhibition Mode). HEK293 GLP-1R CRE-luciferase, luminescence, 24 h; GLP-1R form is constitutively active. Potency, µM (titrated, usually from 38.3 µM), for inactives: top-dose activity change, negative = inhibition, usual class: inhibitors. hit rate 1.6% among 410,000. AID 624417, 2012; also: potency is read from the fitted curve at half-maximal effect; % is scaled to controls: 0 for no effect and ±100 for the full control effect; nearly all actives have a fitted effect of over 55% in size
Target sequence (P43220 whole entry, looked up): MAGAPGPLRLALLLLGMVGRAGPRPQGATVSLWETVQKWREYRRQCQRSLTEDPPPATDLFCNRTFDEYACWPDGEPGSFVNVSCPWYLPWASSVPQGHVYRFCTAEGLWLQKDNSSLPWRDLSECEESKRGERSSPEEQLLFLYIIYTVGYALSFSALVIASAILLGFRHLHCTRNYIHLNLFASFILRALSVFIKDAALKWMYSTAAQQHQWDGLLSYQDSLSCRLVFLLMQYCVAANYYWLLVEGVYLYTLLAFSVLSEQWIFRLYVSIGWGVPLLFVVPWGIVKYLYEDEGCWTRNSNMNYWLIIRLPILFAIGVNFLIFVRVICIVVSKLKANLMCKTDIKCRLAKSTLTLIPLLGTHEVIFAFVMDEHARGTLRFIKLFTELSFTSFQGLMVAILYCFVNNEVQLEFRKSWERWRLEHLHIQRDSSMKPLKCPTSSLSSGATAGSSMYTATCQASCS
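qHTS in 1536-well format: reporter HEK293 cells expressing constitutive GLP-1R activity in DMEM + 10% Nu serum, 24 hr with compounds at 37 deg C, luminescence read after 12 min with detection reagent.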
pAkt inh = HTS Assay for Inhibitors of Akt Phophorylation: Primary Screen | Neuro2A IGF-stimulated pAkt S473 HTRF, 20 min; stronger effect = lower value | activity change, % for hits at 50 µM | hit rate 0.32% among 360,000 | AID 651550, 2012; in the data active = activity change below about -80%; inconclusive = mostly about -51% to -80%; also: % is scaled to controls: 0 for no effect and ±100 for the full control effect
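Neuro2A cells in DMEM with 0.5% FBS, overnight at 37 deg C, given compound at single 50 µM final, then IGF (6 nM final) for 20 min at 37 deg C. Lysed; phospho-Akt Ser473 by HTRF after 24 h, 665/615 ratio.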
TDP-43 yeast inh = qHTS of TDP-43 Inhibitors. TDP-43 expressing yeast growth rescue, BacTiter-Glo, 24 h. Potency, µM (doses to about 46.1 µM), for the others: at the highest dose growth rescue (activation), most hits filed as activators. AID 652104, 2013. hit rate 1.8% among 410,000; also: potency is read from the fitted curve at half-maximal effect; % of control where 0% means no effect; nearly all actives have a fitted effect of over 50% in size
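Luminescence from BacTiter-Glo reports growth of TDP-43-expressing yeast after 24 hr at 30 deg C with compound. Cells were raffinose-pregrown to mid-log, then seeded in galactose medium at OD600=0.02.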
Abeta rescue = qHTS for compounds that reverse cellular toxicity of Amyloid beta (A-beta) peptide in yeast: Primary Screen | yeast expressing A-beta42, growth rescue, OD600, 48 h; response scale: 0% DMSO, 100% iron-clioquinol control | Potency, µM (series often up to 46.1 µM), for the others: at the top dose growth rescue, usual class: activators | hit rate 0.063% among 410,000 | AID 1347071, 2019; also: potency is read from the fitted curve at half-maximal effect; nearly all actives have a fitted effect of over 55% in size
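Yeast growth medium received pinned compounds, then yeast cells expressing toxic A-beta were added; plates incubated at 30 C for 48 hr. Growth read as absorbance at 600 nm, normalized to DMSO and equimolar FeCl3 plus clioquinol controls.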
PTHR1 ag = qHTS for PTHR1 Agonists: Primary Screen. AID 743266, 2014. HEK293 GP2 PTHR1 cells, GloSensor cAMP luminescence, 1 h. Potency, µM (titrated, usually from 115 µM), for the others: at the top dose activation, hits mostly activators. hit rate 0.075% among 410,000; also: potency is read from the fitted curve at half-maximal effect; nearly all actives have a fitted effect of over 55% in size; some results filed as inactive show a strong effect at the top dose; inactives centre near -15; many of its hits are not listed in these tables
Target sequence (Q03431 whole entry, looked up): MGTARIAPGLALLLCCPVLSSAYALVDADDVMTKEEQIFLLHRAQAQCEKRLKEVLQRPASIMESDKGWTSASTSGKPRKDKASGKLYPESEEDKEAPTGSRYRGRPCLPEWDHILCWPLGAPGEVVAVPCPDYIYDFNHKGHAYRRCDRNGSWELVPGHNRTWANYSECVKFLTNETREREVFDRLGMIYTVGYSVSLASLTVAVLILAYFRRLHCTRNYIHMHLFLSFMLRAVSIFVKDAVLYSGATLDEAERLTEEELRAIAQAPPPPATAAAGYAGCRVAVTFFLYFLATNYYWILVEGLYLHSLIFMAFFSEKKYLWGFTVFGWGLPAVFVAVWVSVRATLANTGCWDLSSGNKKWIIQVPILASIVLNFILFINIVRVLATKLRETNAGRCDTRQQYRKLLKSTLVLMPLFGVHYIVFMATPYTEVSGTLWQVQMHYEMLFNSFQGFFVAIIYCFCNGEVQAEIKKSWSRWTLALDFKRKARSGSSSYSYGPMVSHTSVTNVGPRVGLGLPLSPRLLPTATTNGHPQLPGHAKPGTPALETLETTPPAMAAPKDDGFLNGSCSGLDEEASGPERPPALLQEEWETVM
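HEK-293-derived GP2 cells expressing PTHR1 and a GloSensor cAMP reporter, 3,000/well, plated overnight, given luciferin plus IBMX (each 0.5 mM as added) for 1 h at 37 °C, then compound for 1 h at 37 °C. Luminescence was read after 15 min at room temperature.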
aSyn yeast inh = qHTS of alpha-syn Inhibitors. Yeast expressing alpha-synuclein, growth rescue, BacTiter-Glo, 24 h. Potency, µM (doses to about 46.1 µM), for inactives: at the highest dose growth rescue (activation), usual class: activators. hit rate 0.14% among 370,000. AID 652106, 2013; also: potency is read from the fitted curve at half-maximal effect; % of control where 0% means no effect; nearly all actives have a fitted effect of over 65% in size
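Readout is rescue of growth in alpha-synuclein-expressing yeast, so inhibitors of toxicity appear as activators. Growth after 24 hr at 30 deg C in galactose medium is quantified by luminescence.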
FUS yeast rescue = qHTS for Suppressors of FUS Proteinopathy: Primary screen using FUS-linked yeast assay. Potency, µM (highest dose often 76.6 µM), for the others: at the top dose growth rescue (activation), usual class: activators. AID 1347120, 2019. S. cerevisiae FUS-expressing, growth rescue, OD600, 24 h. hit rate 0.24% among 390,000;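 also: potency is read from the fitted curve at half-maximal effect; plate controls were DMSO vehicle for no effect and reference control for full effect; nearly all actives have a fitted effect of over 55% in size; some results filed as inactive show a strong effect at the top dose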
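Steps: raffinose overnight preculture; dilution to OD 0.005 in 2% galactose minimal medium; compound addition (concentration series); 24hr at 30C, 99% humidity; absorbance read at 600 nm.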
* hit, by the source's call; i = inactive; u = inconclusive; x = no result given; [ ] = another dose, or the depositor's remark. Unless noted, calls follow the shape of the dose curve; as a rule, active = well fitted curve in the direction sought with a large enough effect; inconclusive = small, poorly fitted or top-dose-only effect, or another doubt; inactive = no such curve, though single readings can be large; an effect the other way counts as inactive or inconclusive. These rows are one share of the data, so the mix of outcomes need not match the whole.

Each structure is followed by: MmCpn inh, GLP1R cytotox, GLP1R inv ag, pAkt inh, TDP-43 yeast inh, Abeta rescue, PTHR1 ag, aSyn yeast inh, FUS yeast rescue
1: Cc1ccc(/C=C/C(=O)Nc2ccc(O)c3c(=O)cc(-c4ccccc4Cl)oc23)cc1
→ 2%, -18%, 6%, i, -2%, -1%, i, -7%, -3%
2: COc1cccc(-c2cnc3c(NC=O)cc(-c4cc(OC)c(OC)c(OC)c4)cn23)c1
→ x, -16%, u, i, u, -3%, -11%, -19%, 28µM*
3: Cc1ccc(CC(=O)NNC(=O)c2ccncc2)cc1C
→ 0%, 14%, -16%, i, -5%, 2%, i, 7%, -6%
4: Cc1cc(C)nc(NC2=NCC(=O)N2c2ccccc2Br)n1
→ 0%, -28%, -6%, i, 4%, -8%, -9%, -7%, -17%
5: O=C(COC(=O)COc1ccc(Br)cc1)NCc1ccccc1
→ -1%, 4%, 14%, i, -10%, -3%, -20%, -10%, -3%
6: CCOC(=O)c1c(C)n(C)c2ccc(OCC(O)CN3C(=O)c4ccccc4S3(=O)=O)cc12 (stereo unspecified)
→ -1%, 4%, 0%, x, -12%, -15%, -1%[57.5 µM], 0%, u
7: C=CCn1c2c(c3ccccc31)CCC2
→ x, 5%, -1%, i, 2%, -9%, i, -6%, -14%
8: CC(=O)N1c2ccc(S(=O)(=O)NCC3CCC(C(=O)NCc4ccc(C)o4)CC3)cc2CC1C (stereo unspecified)
→ -4%, -4%, 9%, i, -25%, -12%, -14%, -1%, 6%
9: COc1ccc(CCN(C)Cc2c(O)ccc3ccccc23)cc1OC
→ 0%, 0%, -30%, i, -7%, -5%, -13%, 10%, 4%
10: Cc1ccc(CN2C(=O)CN(C3CCC(C)CC3)C(=O)C2c2ccc(F)cc2)cc1 (stereo unspecified)
→ x, -3%, -4%, x, -4%, 3%, -13%, x, 6%
11: CCOC(=O)C1(Cc2ccc(Cl)cc2)CCN(C(=O)c2sc(C)nc2C)CC1
→ 0%, 2%, u, i, 17%, -7%, -39%[inhibitor], -3%, 35%
12: COc1ccc(N2CCN(c3ncccn3)CC2)cc1
→ 0%, 37%[activator], 5%, i, -12%, -28%, -11%[57.5 µM], -5%, 33%
13: CN(CCc1ccccc1)C(=O)CCc1nnc(Cc2ccc3c(c2)OCO3)o1
→ 1%, 5%, -8%, i, 24%, 35%, -15%, 2%, 13%
14: CCCCc1c(O)nc(SCC(=O)N2CCCCC2)n(-c2ccccc2C)c1=O
→ 0%, -11%, -15%, i, 7%, 27%, -9%[57.5 µM], 5%, 13%
15: Cc1cccc(CNC(=O)C2CCN(S(=O)(=O)c3cccc4nonc34)CC2)c1
→ x, 9%, 1%, x, 8%, -4%, i, x, -11%
16: CC(C)CN1C(=O)C(=O)N(CC(=O)Nc2cc(Cl)ccc2Oc2ccccc2)C1=O
→ 1%, 5%, u, i, 29%, 30%, -4%, u, 35%
17: CCOC(=O)CCCCCC(=O)Nc1ccc2c(c1)C(=O)N([C@H](C)CO)C[C@H](C)[C@H](CN(C)C(=O)C1CCCCC1)OCCCC[C@@H](C)O2
→ x, 10%, 9%, i, 20%, -6%, 13%, 2%, u
18: COc1ccc(/C=C(/NC(=O)c2cccs2)C(=O)N2CCOCC2)cc1OC
→ 2%, 4%, 3%, i, 8%, -2%, i, -1%, -20%
19: Cc1ccc(S(=O)(=O)NCc2ccc(C(=O)N3CCCC3)cc2)cc1
→ 3%, 10%[1.53 µM], 7%, i, 9%, 8%, i, 3%, 6%
20: O=C1C2N=NN(CC(=O)N3N=C(c4cccc5ccccc45)CC3c3ccccc3)C2C(=O)N1c1ccccc1 (stereo unspecified)
→ -9%, -6%, -15%, i, 17%, 4%, i, 4%, 19%
21: COc1cccc(N2CCN(C(=S)NCCc3ccccc3)CC2)c1
→ 2%, -13%, u, i, u, 3%, -33%[inhibitor], 5%, 3%
22: Cc1cc2n(n1)C(c1ccc3c(c1)OCO3)Nc1ccccc1-2 (stereo unspecified)
→ -3%, 10%, 0%, i, 0%, -25%, i, 1%, 22%
23: O=C(CSc1nnc(Cc2ccccc2)o1)NC1CC2CCC1C2 (stereo unspecified)
→ 1%, 1%, u, i, 17%, 6%, i, -1%, 5%
24: COc1ccccc1NC(=O)c1ccc2nc(-c3ccccc3)c(-c3ccccc3)nc2c1
→ -3%, 6%, 1%, i, 12%, 14%, 0%, 1%, -3%
25: COCCCNC(=O)c1c[nH]c2ccc(S(=O)(=O)N(C)c3ccccc3C)cc2c1=O
→ 1%, -5%, u, i, -1%, -39%[inhibitor], -5%, -8%, 10%
26: O=C(C[C@H]1CC[C@@H]2[C@H](COC[C@H](O)CN2Cc2cccc(F)c2)O1)NCc1cccc(F)c1
→ x, 1%, 2%, i, 18%, -10%, -2%, 10%, 7%
27: CC(C)[C@H](NC(=O)Nc1ccc(Oc2ccccc2)cc1)C(=O)O
→ -2%, 6%, 0%, i, 1%, 19%, i, 0%, 17%
28: CC(C)OCCCNc1nc2c([nH]1)c(=O)n(C)c(=O)n2C
→ -5%, 8%, 40%[activator], x, -20%, 6%, -7%[57.5 µM], -2%, 5%
29: Cc1ccc(C(=O)c2cc(C)sc2NC(=O)CN2CCN(C(=O)c3ccco3)CC2)cc1
→ -2%, -23%, u, i, 36%, -24%, i, 4%, u
30: CN1C(=O)c2ccccc2N(C)C1c1cccs1 (stereo unspecified)
→ -4%, 78%[activator], -12%, i, 14%, -4%, -11%, 11%, -12%
31: COc1ccc(S(=O)(=O)N2CCN(CC(=O)Nc3ccc(F)c(F)c3)CC2)cc1
→ 3%, -16%, -9%, i, 3%, 18%, i, 4%, -4%
32: Cc1ccc(C2C(C(=O)c3cccs3)=C(O)C(=O)N2c2cccc(C)n2)cc1 (stereo unspecified)
→ -5%, 4%, -22%, i, -10%, -24%, -11%, -18%, u
33: CCn1nnnc1SCC(=O)Nc1ccc2c(c1)OCCO2
→ 1%, -11%, u, i, 8%, -12%, -5%[57.5 µM], 0%, 11%
34: CCN(CC)CCCNC(=O)c1ccc2c(c1)N(Cc1c(F)cccc1Cl)C(=O)c1ccccc1S2
→ x, u, u, x, -13%, 2%, -21%, x, 38%
35: Cc1ccc(S(=O)(=O)N2CCCOC2CNC(=O)C(=O)NC2CCCCC2)cc1 (stereo unspecified)
→ -2%, 10%, 23%, i, -11%, -4%, -32%[inhibitor], 1%, -5%
36: COc1ccc(NC(=O)c2ccc3c(=O)n4nc(Nc5ccccc5C)sc4nc3c2)cc1
→ x, 12%, 0%, x, 8%, -6%, u, x, -11%
37: O=C(NCc1cccnc1)C1COc2ccccc2O1 (stereo unspecified)
→ 0%, 0%, 10%, i, 9%, 2%, -16%, -6%, 2%
38: CCOC(=O)c1cccc(NC(=O)c2cccnc2)c1
→ 0%, 0%, 6%, i, -7%, -6%, -17%[57.5 µM], -5%, 16%
39: Cc1cc(C)cc(NC(=O)CCn2ccnc2C)c1
→ 0%, 10%, -5%, i, 8%, 17%, i, 0%, -19%
40: O=C(NCCCCO)c1ccc2c3c(cccc13)CC2
→ 2%, -2%, 1%, i, 3%[9.22 µM], 7%, -8%, -1%, 25%
41: COc1cc(/C=N/NC(=O)c2ccc(CSc3nc4ccccc4[nH]3)cc2)cc(OC)c1OC
→ -5%, -17%, 1%, i, 18%, -6%, -33%[inhibitor], 2%, x
42: O=C(NCCc1c[nH]c2ccccc12)c1c(Cl)nc2sccn12
→ 2%, -5%, 75%[activator], i, 8%, -4%, -5%[57.5 µM], -3%, 8%

One compound at a time (already shown).
COc1cccc(-c2cnc3c(NC=O)cc(-c4cc(OC)c(OC)c(OC)c4)cn23)c1 reads MmCpn inh: x; GLP1R cytotox: -16%; GLP1R inv ag: u; pAkt inh: i; TDP-43 yeast inh: u; Abeta rescue: -3%; PTHR1 ag: -11%; aSyn yeast inh: -19%; FUS yeast rescue: 28µM*
O=C(C[C@H]1CC[C@@H]2[C@H](COC[C@H](O)CN2Cc2cccc(F)c2)O1)NCc1cccc(F)c1 reads MmCpn inh: x; GLP1R cytotox: 1%; GLP1R inv ag: 2%; pAkt inh: i; TDP-43 yeast inh: 18%; Abeta rescue: -10%; PTHR1 ag: -2%; aSyn yeast inh: 10%; FUS yeast rescue: 7%

Looked up by compound from above, 3 records:
Each structure is followed by: MmCpn inh, GLP1R cytotox, GLP1R inv ag, pAkt inh, TDP-43 yeast inh, Abeta rescue, PTHR1 ag, aSyn yeast inh, FUS yeast rescue
31: COc1ccc(S(=O)(=O)N2CCN(CC(=O)Nc3ccc(F)c(F)c3)CC2)cc1
→ 3%, -16%, -9%, i, 3%, 18%, i, 4%, -4%
40: O=C(NCCCCO)c1ccc2c3c(cccc13)CC2
→ 2%, -2%, 1%, i, 3%[9.22 µM], 7%, -8%, -1%, 25%
34: CCN(CC)CCCNC(=O)c1ccc2c(c1)N(Cc1c(F)cccc1Cl)C(=O)c1ccccc1S2
→ x, u, u, x, -13%, 2%, -21%, x, 38%
